# Screening data deposited in PubChem by several laboratories.
# MOR-DOR inv ag: inverse agonists of MOR-DOR heterodimerization, primary screen, cell-based, luminescence | Mu-type opioid receptor (Homo sapiens) + Delta-type opioid receptor (Homo sapiens), … | cell-based MOR-DOR heterodimer luminescence, inverse agonism | 340,000 tested, 0.21% active | inhibition, % at 9.3 µM | AID 504357, 2011; in the data active = inhibition above about 22%, passing the limit was not always enough;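 also: 0% = cells with DMSO and 100% = wells without cells with DMSO; values of inactives mirror those of a sister screen read the other way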
# cardiac RTF act: cardiac RTF calcium sensitivity activators, primary screen, biochemical, IANBD-TnC fluorescence, EC20 calcium; Troponin I, cardiac muscle (Homo sapiens) + Troponin T, cardiac muscle (Homo sapiens) + …; IANBD-labeled TnC RTF fluorescence at EC20 calcium; 0% EC20 calcium, 100% full calcium; activation, % at 7.2 µM; 340,000 tested, 0.24% active; AID 493008, 2010;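 active = activation above the mean over all tested compounds plus 3 SD, cut at about 30% in these data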;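 also: rise in fluorescence read as greater calcium sensitivity of cardiac thin filaments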
# Cardiac RTF inh: cardiac RTF calcium sensitivity inhibitors, primary screen, biochemical, IANBD-TnC fluorescence, EC70 calcium; 340,000 tested, 0.12% active; Troponin I, cardiac muscle (Homo sapiens) + Troponin T, cardiac muscle (Homo sapiens) + …; IANBD-labeled cardiac RTF, Ca2+ fluorescence; AID 493244, 2011; inhibition, % at 7.15 µM;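 active = inhibition above the mean inhibition of all tested compounds plus 3 SD, cut at about 17% in these data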;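 also: assay run at fixed EC70 calcium of 1.6 mM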
# C-LANA FP: inhibitors of KSHV C-LANA binding to DNA, primary screen, biochemical, fluorescence polarization, FAM-LBS DNA, MBP-C-LANA, single point. 340,000 tested, 0.078% active. inhibition, % at 9 µM;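 active = highest replicate inhibition at or above 60% at 9 µM, even if other replicates fall short; inactive = all replicates below 60% inhibition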;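 also: 0% = neutral control wells and 100% = 4 µM acridine orange control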
# HTR5A inv ctr: HTR5A inverse agonists in luminescence cell assay, primary screen, counter-screen for OPRM1-OPRD1 heterodimer inverse agonist project, full-deck HTS. 5-hydroxytryptamine receptor 5A (Homo sapiens), P47898. HTR5A cell line, inverse agonism. inhibition, % at 9.3 µM. 340,000 tested, 0.083% active; in the data active = inhibition mostly above about 23%, no sharp cut-off; inactive = mostly below about 18%;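 also: 0% = cells with DMSO and 100% = no-cell wells with DMSO; some compounds called inactive have numbers as strong as hits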
# Target sequence (P47898 whole entry, looked up): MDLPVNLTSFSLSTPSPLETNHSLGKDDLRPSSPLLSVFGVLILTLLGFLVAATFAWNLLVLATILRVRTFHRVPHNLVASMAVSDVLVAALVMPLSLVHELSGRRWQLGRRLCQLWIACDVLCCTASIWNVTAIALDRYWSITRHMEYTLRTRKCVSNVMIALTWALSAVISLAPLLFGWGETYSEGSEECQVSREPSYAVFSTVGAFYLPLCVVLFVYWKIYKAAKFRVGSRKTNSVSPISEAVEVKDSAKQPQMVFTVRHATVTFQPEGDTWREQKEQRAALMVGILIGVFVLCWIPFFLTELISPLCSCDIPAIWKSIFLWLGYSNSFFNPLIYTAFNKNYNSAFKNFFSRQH
# V-ATPase pHluor: regulators of yeast V-ATPase proton pumping, primary screen, pHLuorin cytosolic pH fluorescence; AID 504577, 2011; response, % at 10 µM; 350,000 tested, 0.37% active; S. cerevisiae; in the data active = response mostly above about 7.3%, no sharp cut-off; inactive = mostly below about 5.4%; also: actives read high; inactives centre near 0; some compounds called inactive have numbers as strong as hits; reference of the scale not given here
# Keap1 Nrf2 FP: Keap1-Nrf2 protein-protein interaction inhibitors, primary screen, biochemical, fluorescence polarization, single point. Keap1 Kelch-Nrf2 peptide fluorescence polarization, 1536-well. inhibition, % at 9.4 µM. 340,000 tested, 0.15% active. AID 504523, 2011; in the data active = inhibition above about 12%;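 also: human Keap1 Kelch domain with fluorescein labeled Nrf2 9mer peptide probe; 0% = neutral control wells and 100% = peptide positive control; higher means more block of Keap1 binding to Nrf2 peptide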
# Target sequence (Q14145 whole entry, looked up, the tested form may be a part): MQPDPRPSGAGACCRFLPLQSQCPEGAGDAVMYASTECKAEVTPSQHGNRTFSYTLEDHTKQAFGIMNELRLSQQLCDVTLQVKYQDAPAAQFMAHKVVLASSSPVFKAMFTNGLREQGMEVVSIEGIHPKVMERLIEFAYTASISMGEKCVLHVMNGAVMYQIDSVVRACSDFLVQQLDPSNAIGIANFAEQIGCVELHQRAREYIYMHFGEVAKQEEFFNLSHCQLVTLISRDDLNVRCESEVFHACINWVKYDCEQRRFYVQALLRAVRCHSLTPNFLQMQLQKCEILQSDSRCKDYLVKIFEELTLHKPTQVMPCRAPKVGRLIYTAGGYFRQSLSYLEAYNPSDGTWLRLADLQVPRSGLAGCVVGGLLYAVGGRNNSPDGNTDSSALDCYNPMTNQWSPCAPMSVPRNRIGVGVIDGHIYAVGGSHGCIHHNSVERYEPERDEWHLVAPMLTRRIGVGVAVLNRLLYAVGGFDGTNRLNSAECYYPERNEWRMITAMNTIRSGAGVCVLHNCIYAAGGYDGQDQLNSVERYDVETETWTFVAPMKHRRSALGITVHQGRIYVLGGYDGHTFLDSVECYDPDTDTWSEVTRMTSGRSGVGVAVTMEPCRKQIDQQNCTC
# HTR5A ag ctr: HTR5A agonists in luminescence cell assay, primary screen, counter-screen for OPRM1-OPRD1 heterodimer agonist project, full-deck HTS; 340,000 tested, 0.61% active; AID 504692, 2011; activation, % at 9.3 µM; cell-based; 5-hydroxytryptamine receptor 5A (Homo sapiens), P47898; in the data active = activation mostly above about 9.5%, no sharp cut-off; inactive = mostly below about 7.6%;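 also: 0% = cells with vehicle only and 100% = reference agonist; strong numbers were not always called active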
# MOR-DOR ag: agonists of OPRM1-OPRD1 heterodimerization, primary screen, cell-based, luminescence; cells; activation, % at 9.3 µM; AID 504326, 2011; Mu-type opioid receptor (Homo sapiens) + Delta-type opioid receptor (Homo sapiens), …; 340,000 tested, 0.3% active; in the data active = activation above about 18%;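 also: 0% = vehicle-treated cells and 100% = reference agonist; values of inactives mirror those of a sister screen read the other way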
# CAL PDZ FP: untagged CAL PDZ binding inhibitors, primary screen, biochemical, fluorescence polarization, HTS; Golgi-associated PDZ and coiled-coil motif-containing protein (Homo sapiens), Q9HD26; purified CAL PDZ, TMR-peptide fluorescence polarization, 1 h; inhibition, % at 24.9 µM; 300,000 tested, 0.92% active;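 active = mean inhibition of at least 30% with at least half of replicates also reaching 30%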;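 also: 0% = DMSO neutral control and 100% = excess unlabeled competitor peptide PRC23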
# Numbers without * were called inactive; · = not tested or not shown. Compounds as they come; 2.8% or so of the library scored in one or more.
SMILES,MOR-DOR inv ag,cardiac RTF act,Cardiac RTF inh,C-LANA FP,HTR5A inv ctr,V-ATPase pHluor,Keap1 Nrf2 FP,HTR5A ag ctr,MOR-DOR ag,CAL PDZ FP
CC1CCCCC1NC(=O)Cn1cc([N+](=O)[O-])ccc1=O (stereo not drawn),4,-4,8,0.1,8,4,5,-2,-0.7,·
COc1cccc(C(C(=O)NCc2ccco2)N(Cc2ccco2)C(=O)Cn2nnc3ccccc32)c1 (stereo not drawn),11,3,-6,2.1,-12,3,-5,1,-1.9,-2
COC(=O)c1ccc(OC)c(NS(=O)(=O)c2ccc(-n3cnnn3)cc2)c1,19,-3,-6,-2.9,-15,5,-2,5,-3.0,-1
O=C(/C=C/c1ccccc1Cl)c1ccccc(=O)c1O,-1,-4,-10,0.3,-16,0,-3,6,0.2,1
COC(=O)C1C(=O)CC(C)(O)C(C(=O)OC)C1c1ccc2c(c1)OCO2 (stereo not drawn),-5,-3,10,0.3,-14,-3,-2,5,0.9,-3
Cc1ccc(OC(=O)C2CCN(C(=O)c3ccccc3C)CC2)c(Br)c1,-2,-4,1,-2.8,3,1,3,-1,0.3,-2
CCc1cccc(C)c1NC(=O)Nc1ccc2c(c1)OCO2,21,-1,-16,-0.4,6,3,-9,1,-4.5,-2
CC(C)COC(=O)c1ccccc1OC(=O)c1ccncc1,4,-5,-4,-1.4,15,2,-9,2,-0.8,-7
CC(C)(O)C#Cc1ccc(C(=O)N2CCN(c3ccc(Cl)cc3)CC2)cc1,6,3,-3,-0.9,-3,0,-5,1,-1.2,·
Cc1nc[nH]c(=O)c1Br,2,-2,1,-0.6,8,3,0,-1,-0.3,-2
COc1ccc(OC)c(CCNC(=O)C2CCN(c3nnc(-n4cccc4)s3)CC2)c1,3,4,-6,-1.6,-45,-2,1,15,-0.4,·
O=C1C=C(c2ccc3c(c2)OCO3)C[C@@H](c2ccc(Cl)cc2)C1,6,-5,-15,0.5,1,1,-1,0,-1.0,1
Cc1cc(CN(C)C(=O)c2ccc3nc(Cc4ccccc4F)oc3c2)n[nH]1,10,-1,-10,0.1,18,3,-1,-8,-1.9,-5
COc1ccc(CCNC(=O)c2cc([N+](=O)[O-])cc([N+](=O)[O-])c2)cc1OC,-24,-2,-10,-1.7,-19,-3,-5,5,5.4,-1
CNC[C@@H]1Oc2ccc(NS(=O)(=O)c3ccc(OC)cc3)cc2CC(=O)N([C@H](C)CO)C[C@@H]1C,1,1,-5,0.0,3,-1,-9,6,-0.2,-3
C[C@H](CO)N1C[C@H](C)[C@@H](CN(C)S(=O)(=O)c2cccs2)Oc2ccc(NC(=O)Nc3ccccc3)cc2C1=O,9,-5,-13,-1.5,2,1,4,-1,-1.9,-3
Cc1ccc(-n2nc3ccc(NC(=O)/C=C/c4ccco4)cc3n2)cc1C,7,-2,-7,-0.9,-16,5,-2,4,-1.4,·
Nc1nc(SCc2ccccc2Cl)ns1,9,5,-3,0.9,-32,-2,5,-1,-1.6,-2
COc1ccc(N=[N+]([O-])c2ccc(OC)cc2)cc1,5,-4,7,-1.0,9,4,1,-3,-1.0,·
COc1ccc(-n2nnnc2SCC(=O)N(C)C2CCS(=O)(=O)C2)cc1 (stereo not drawn),20,-1,-4,1.9,12,-4,-7,-3,-4.2,-2

# Full records, quoted from the list. Order of values: MOR-DOR inv ag | cardiac RTF act | Cardiac RTF inh | C-LANA FP | HTR5A inv ctr | V-ATPase pHluor | Keap1 Nrf2 FP | HTR5A ag ctr | MOR-DOR ag | CAL PDZ FP
# Nc1nc(SCc2ccccc2Cl)ns1 is listed as 9 | 5 | -3 | 0.9 | -32 | -2 | 5 | -1 | -1.6 | -2
# C[C@H](CO)N1C[C@H](C)[C@@H](CN(C)S(=O)(=O)c2cccs2)Oc2ccc(NC(=O)Nc3ccccc3)cc2C1=O is listed as 9 | -5 | -13 | -1.5 | 2 | 1 | 4 | -1 | -1.9 | -3
# COC(=O)c1ccc(OC)c(NS(=O)(=O)c2ccc(-n3cnnn3)cc2)c1 is listed as 19 | -3 | -6 | -2.9 | -15 | 5 | -2 | 5 | -3.0 | -1
# Cc1ccc(-n2nc3ccc(NC(=O)/C=C/c4ccco4)cc3n2)cc1C is listed as 7 | -2 | -7 | -0.9 | -16 | 5 | -2 | 4 | -1.4 | ·
# CC1CCCCC1NC(=O)Cn1cc([N+](=O)[O-])ccc1=O (stereo not drawn) is listed as 4 | -4 | 8 | 0.1 | 8 | 4 | 5 | -2 | -0.7 | ·

# (list continues)
SMILES,MOR-DOR inv ag,cardiac RTF act,Cardiac RTF inh,C-LANA FP,HTR5A inv ctr,V-ATPase pHluor,Keap1 Nrf2 FP,HTR5A ag ctr,MOR-DOR ag,CAL PDZ FP
N#Cc1ncc(-c2ccc3c(c2)OCCOCCOCCOCCOCCO3)nc1C#N,13,5,-2,1.6,27,2,-2,-1,-2.5,1
O=C(NCc1ccccc1)c1cc(-c2ccco2)on1,17,2,-9,1.1,-12,1,-2,2,-3.3,·
Cc1cccc(C(=O)Nc2ccn(C)n2)c1,11,2,2,0.3,3,-2,-2,2,-1.7,55*
O=C(CSc1nnc(CNc2ccc(F)cc2)n1CC1CCCO1)N1CCOCC1 (stereo not drawn),16,-5,2,0.2,-6,-1,1,2,-2.9,-1
C/C(N)=C(/C#N)C(=O)COC(=O)CNS(=O)(=O)c1ccc(C)cc1,7,-1,-1,0.3,4,1,-4,-1,-1.4,·
COc1ccc(C(CNC(=O)/C=C/c2c(Cl)nc3ccccn23)N(C)C)cc1 (stereo not drawn),-298,-5,7,-0.2,2,2,-2,-1,63*,5
COc1cc(/C=N/NC(=O)c2[nH]nc3c2CCc2ccccc2-3)ccc1O,-23,-5,12,1.0,-1,5,-6,0,3.2,4
CCCOc1ccc(C(=O)C(CCC(CNCC)C(=O)c2ccc(OCCC)cc2)CNCC)cc1 (stereo not drawn),-80,-4,-9,0.8,-53,5,-20,20*,11,-1
CC1(C)C(C(=O)OCC(Cl)(Cl)Cl)N2C(=O)C(NC(=O)Cc3ccccc3)C2S1=O (stereo not drawn),1,-4,0,-1.0,5,-1,3,-1,-0.3,-5
COc1cccc(N2CCN(S(=O)(=O)c3ccc4c(c3)NC(=O)CS4)CC2)c1,12,-6,6,1.5,-6,3,5,4,-2.3,0
CC12CCC(=O)N1C(C(=O)NNC(=O)COc1ccccc1F)CS2 (stereo not drawn),9,-7,-1,0.6,-18,-1,3,2,-2.3,-3
CCOC(=O)c1sc(-c2ccccn2)nc1C,11,2,0,0.3,4,-2,2,-2,-2.4,-9
Nc1cc(N)nc(SCC(=O)c2ccc3c(c2)NC(=O)CO3)n1,13,-9,-1,1.2,22,1,-1,2,-2.5,1
O=C1c2ccccc2C(=O)N1CCCCSc1nc2ccccc2o1,-9,0,1,-1.4,2,0,0,1,1.9,·
C=CCn1c(SCC(=O)c2ccc(O)c(O)c2)nnc1-c1cccnc1,8,0,4,6.7,19,1,-4,3,-1.6,2
CCOCCCNC(=O)CN1CCN(Cc2ccccc2C)C1=O,20,-2,-6,-1.0,5,2,-3,-2,-3.6,·
Cc1ccc(Cl)cc1N1CCN(C(=O)C(C)n2ncn3cccc3c2=O)CC1 (stereo not drawn),7,-4,-7,0.3,8,3,2,-4,-1.1,-1
CC(=O)c1ccc(NC(=O)C[n+]2ccccc2)cc1,6,-7,0,-1.5,1,-2,1,0,-1.3,0
O=C(NCCCSc1ccccc1)c1ccc(=O)[nH]c1,17,0,-5,-1.0,12,6,0,-5,-3.3,-2
O=C(COC(=O)CCCOc1ccc(Cl)cc1Cl)NCc1ccc(F)cc1,3,7,0,0.7,7,-1,-2,-2,-0.5,1
COc1ccc(S(=O)(=O)N(C)c2ccccc2)c2cccnc12,10,3,-1,-1.2,6,2,-4,7,-1.9,-8
Cc1ccc(S(=O)(=O)N(C)c2ccc(OC(=O)COc3ccccc3)cc2)cc1,3,-6,-10,-1.4,-6,-1,-6,2,-0.8,-5
c1ccc2c(c1)OCC(c1csc3ncnc(N4CCCCC4)c13)O2 (stereo not drawn),-9,1,0,0.5,-25,5,-2,3,1.6,5
Cc1ccc(-c2nn(-c3ccccc3Cl)cc2C(=O)NCC2CCCO2)cc1 (stereo not drawn),3,-5,-13,1.2,-14,1,2,5,-0.5,-3
CCN1CCN(CC(O)COC(c2ccccc2)c2ccccc2C)CC1 (stereo not drawn),16,-4,-13,-3.0,-9,-1,3,2,-3.1,1
Cc1nonc1C(=O)N1CCCC(Nc2ccc(C(C)C)cc2)C1 (stereo not drawn),9,-3,0,-0.4,11,0,0,0,-1.8,-7
CC(C)N=C(NS(=O)(=O)NC(=O)c1ccccc1)c1ccccc1,3,0,-1,-0.6,4,1,0,-4,-0.5,1
Nc1ccc(Br)cc1-c1nc2ccccc2[nH]c1=O,-1,4,-11,-1.1,16,2,-1,-6,0.2,-3
NC1=NC2(CCCC2)N=C(Nc2ccccc2)N1,15,2,-9,1.1,15,2,-2,5,-2.9,-5
O=C(N/N=C/c1cc(Br)ccc1OC(=O)c1ccc(Br)cc1)c1ccncc1,-2,9,2,0.0,8,-2,2,-3,0.3,-6
NNC(=O)c1ccc(COCC(F)(F)F)cc1,10,2,-2,0.6,-1,9.1*,-5,4,-2.0,-14
O=C1CC(=O)N(CCNc2ncc(C(F)(F)F)cc2Cl)C(=O)N1,10,-2,-13,-2.6,-11,-2,-23,10,-2.5,1
O=C(COC(=O)c1ccc(S(=O)(=O)NCc2ccco2)cc1)Nc1ncc(Cl)cc1Cl,-7,-5,-5,4.0,-1,-1,0,-3,1.0,0
CCOC(=O)Nc1ccc2c(c1)N(C(=O)N1CCN(C)CC1)c1ccccc1S2,-9,1,-5,-0.3,-5,2,0,2,1.7,0
CC(c1ccco1)N(C(=O)COc1ccc(Cl)cc1Cl)c1ccccn1 (stereo not drawn),-38,7,-4,2.1,-17,-1,-1,7,6.3,-4
O=C(O)CCCN1C(=O)C2C3CC(C2C1=O)C1C(c2ccccc2)c2sc(=O)n(-c4ccccc4)c2SC31 (stereo not drawn),-1,0,6,2.8,11,-2,2,-4,0.1,-19
COc1ccccc1CCNC(=O)c1cccc(NC(=O)CC2SC(N3CCCCC3)=NC2=O)c1 (stereo not drawn),3,2,-11,2.0,-17,2,-4,3,-0.9,-1
COc1ccc(NC(=S)NC2CCCC2)c(OC)c1,12,2,-7,0.3,-2,2,-7,1,-2.4,-3
O=C(Oc1ccccc1C(=O)N1CCOCC1)c1cccc(Br)c1,4,-1,-2,-1.6,-11,-3,-3,0,-0.9,-1
